# Source: PubChem BioAssay
# M. tuberculosis GlmU: inhibition of mycobacterial GlmU enzyme – biochemical, glucosamine-1-phosphate acetyltransferase (AID 1376); 0.25% of 220,000 active; Bifunctional protein GlmU (Mycobacterium tuberculosis (strain ATCC 25618 / H37Rv)); inhibition, %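 (tested at 30 µM in the primary screen)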; hits with a dose series show IC50 in µM; M. tuberculosis GlmU acetyltransferase enzyme assay; higher % means a stronger effect; in the data active = inhibition above about 13%;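 also: 0% = complete reaction with vehicle and 100% = reaction without substrate; strong numbers were not always called active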
# Mtb RmlCD inh: M. tuberculosis RmlC/RmlD coupled enzyme inhibitors, primary screen, biochemical, compound mixtures, 384-well, from 1536-well plates; dTDP-4-dehydrorhamnose reductase (Mycobacterium tuberculosis (strain ATCC 25618 / H37Rv)) …; RmlC+RmlD coupled enzyme assay, percent inhibition; primary screen in compound mixtures; inhibition, % at 3.6 µM; 0.03% of 160,000 active; AID 1533, 2009; in the data active = inhibition mostly above about 34%, no sharp cut-off; also: some results filed as inactive read as strong as hits
# Target sequence (P9WH09 whole entry, looked up): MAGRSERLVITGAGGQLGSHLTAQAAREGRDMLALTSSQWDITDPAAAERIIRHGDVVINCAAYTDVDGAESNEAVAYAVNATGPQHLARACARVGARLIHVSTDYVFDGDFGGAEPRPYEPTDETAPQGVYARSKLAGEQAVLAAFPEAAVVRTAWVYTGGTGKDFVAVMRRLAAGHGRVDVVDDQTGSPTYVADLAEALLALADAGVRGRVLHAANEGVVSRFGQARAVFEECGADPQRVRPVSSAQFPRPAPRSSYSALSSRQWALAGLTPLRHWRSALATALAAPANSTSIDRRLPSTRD
# Target sequence (P9WH11 whole entry, looked up): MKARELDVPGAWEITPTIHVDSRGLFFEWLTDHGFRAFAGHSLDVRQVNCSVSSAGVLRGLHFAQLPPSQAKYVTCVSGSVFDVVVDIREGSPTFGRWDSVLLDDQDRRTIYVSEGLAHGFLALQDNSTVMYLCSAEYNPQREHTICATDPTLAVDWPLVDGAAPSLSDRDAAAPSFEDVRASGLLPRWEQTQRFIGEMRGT
# The depositor's hits bear a star; . = no result given. Only part of the results is shown; the hit share may differ from the screen's.
# Fields: M. tuberculosis GlmU, Mtb RmlCD inh
CC1(C)C2CCC1(C)C(OC(=O)CCn1ccnc1)C2 (stereo unspecified)
 : -0.4%, .
Cc1cc(/C=C2/C(=O)NN(c3ccccc3)C2=O)c(C)n1-c1ccc(O)cc1
 : 2.9%, .
O=C(CCCn1cnc([N+](=O)[O-])n1)Nc1ccc(F)c(Cl)c1
 : -2.2%, -12
Cc1nc2ccccn2c1C(=O)NNS(=O)(=O)c1ccc(Cl)cc1
 : -1.9%, .
COc1ccc(N2CC(C)Cn3c2nc2c3c(=O)n(CCc3ccccc3)c(=O)n2C)cc1 (stereo unspecified)
 : 3.0%, .
Cc1ccc(S(=O)(=O)N(C)C)cc1NC(=O)COC(=O)c1n[nH]c(=O)c2ccccc12
 : 2.6%, 4
c1ccc(-c2cn(-c3ccccc3)c3[n+]2CCCS3)cc1
 : 0.0%, 4
CCOc1cc(NC(=S)NCCCN(C)C)c(OCC)cc1NC(=O)c1cccs1
 : 1.7%, -10
CC(=O)Nc1ccc(-c2cc(C(=O)O)c3ccccc3n2)cc1
 : 1.4%, -10
COCc1ccc(C(=O)NC(C)c2cnn(-c3ccccc3C)c2C)o1 (stereo unspecified)
 : -2.7%, -62
Cc1cc(C)c(C#N)c(SCc2ccccc2[N+](=O)[O-])n1
 : 3.0%, .
COc1ccc(OCCNC(=O)C(Cc2c[nH]c3ccccc23)NC(C)=O)cc1 (stereo unspecified)
 : 0.0%, 2
O=C(Nc1cccnc1)c1ccc(CN2CCc3ccccc3C2)cc1
 : -5.4%, .
O=C1CSC(=S)N1/N=C/C=C/c1ccccc1
 : 4.7%, -3
COc1ccc(-n2c(=O)c3c4c(sc3n(CC(=O)NCc3ccco3)c2=O)CCC4)c(OC)c1
 : -1.6%, .
CCOc1ccc2nc(SC3CC(=O)N(c4ccc(C)cc4)C3=O)sc2c1 (stereo unspecified)
 : 0.4%, .
Cc1ccc(S(=O)(=O)Oc2cccc(N3C(=O)C4CC=CCC4C3=O)c2)cc1 (stereo unspecified)
 : 9.1%, -1
COc1ccc(-n2nc3ccc(NS(C)(=O)=O)cc3n2)cc1Cl
 : -1.2%, 3
COc1ccc(N=Cc2cc3c(cc2O)OC(N)=C(C#N)C3c2ccccc2)cc1 (stereo unspecified)
 : 2.5%, 3
CC(/C=N\NC(=O)CN1CCN(Cc2ccccc2)CC1)=C\c1ccco1
 : 3.9%, -9
CCOC(=O)CSc1n[nH]c(NC(C)=O)n1
 : 1.9%, .
COC(CNC(=O)c1cccc(-n2c(=S)[nH]c3cc(Cl)ccc3c2=O)c1)OC
 : 8.9%, -7
CC1(C)OC2OC(C(=O)N/N=C/c3cc(Br)ccc3O)C3OC(C)(C)OC3C2O1 (stereo unspecified)
 : -0.7%, .
CCOC(=O)c1c(C)n(C)c2cc(CN(C)C)c(O)c(S(=O)(=O)c3ccccc3)c12
 : -6.2%, 11
O=C(CSc1n[nH]c(=O)[nH]c1=O)c1ccc([N+](=O)[O-])cc1
 : -5.9%, -7
O=C(Nc1sc2c(c1C(=O)O)CCC2)c1ccccc1
 : 7.5%, 9
Cc1cc(CNC(=O)c2cccc([N+](=O)[O-])c2)c2ccccc2n1
 : 1.4%, 2
CCN(CC)S(=O)(=O)c1ccc(C)c(NC(=O)CNCCN(C(C)C)C(C)C)c1
 : 2.1%, -10
Cc1ccc(-c2nc(N/N=C/c3cccnc3)c3ccccc3n2)cc1
 : 5.1%, 2
Cc1ccc(CNc2nc3ccccc3n3nnnc23)cc1
 : 1.1%, 74
Cc1ccc(NC(=O)COC(=O)Cc2csc(-c3ccc(Cl)cc3)n2)cc1C
 : -8.2%, -18
Cc1cc2ccccc2n2c(SCC(=O)NCC3CCCO3)nnc12 (stereo unspecified)
 : -7.0%, -8
Cc1cc(N2CC(C)OC(C)C2)n2cc(-c3ccccc3)nc2n1 (stereo unspecified)
 : -0.3%, -8
CCCn1nc(NS(=O)(=O)c2ccccc2)c2cc3cc(C)ccc3nc21
 : 4.4%, .
CC1CN/C(=C\C(=O)c2ccccc2)C(=O)N1 (stereo unspecified)
 : 0.9%, 10
Cc1c(O)c(=O)ccn1C
 : -0.3%, 12
O=C(CN1CCN(Cc2ccccc2)CC1)Nc1ccc2c(c1)CCC2
 : -1.4%, -2
Cn1c(=O)c2c(ncn2CCNC2=NCCCCC2)n(C)c1=O
 : -6.2%, -4
COc1ccc(CNc2oc(COc3ccccc3)nc2C#N)cc1
 : ., 4
CCC(CO)Nc1ccc(-c2nn(C)c(=O)c3ccccc23)cc1[N+](=O)[O-] (stereo unspecified)
 : -2.6%, .
CCOC(=O)Cn1c(=O)n(C2CCCC2)c(=O)c2ccccc21
 : -0.2%, -3
CCN(CC)S(=O)(=O)c1cc(C(=O)NC2=NCCS2)ccc1Cl
 : 0.9%, .
O=C(Cn1nnc(N2CCCCC2)n1)c1ccc(Cl)c(Cl)c1
 : -6.4%, .
COc1cc(OC)cc(C(=O)Nc2ccccc2N2CCOCC2)c1
 : 3.1%, -1
COc1ccc(OC)c(NC(=O)COC(=O)c2cc3c(s2)CCC3)c1
 : 6.3%, 9
CCOC(=O)c1c(C)[nH]c(C2=NNC(=NC(C)COC)SC2)c1C (stereo unspecified)
 : -0.9%, -8
O=C(CCn1c(=O)[nH]c2ccsc2c1=O)Nc1ccc(F)c(F)c1
 : 3.1%, -3
N/C(=N\OC(=O)c1ccc(Cl)c(Cl)c1)c1cccnc1
 : 1.5%, .
CC1Cc2ccccc2N1C(=O)CSc1nnnn1C1CCCC1 (stereo unspecified)
 : ., -8
COc1cccc(CNC(=O)CN2C(=O)CC(c3ccccc3)=Nc3ccccc32)c1
 : -3.4%, 0
O=C(CCn1c(=S)oc2ccccc21)Nc1ccc2c(c1)OCCO2
 : -2.5%, -18
CCOC(=O)c1oc2ccccc2c1NC(=O)c1cccs1
 : -2.3%, -7
CCOc1cc(/C=N/NC(=O)c2nn(C)cc2Br)ccc1OCc1ccccc1Cl
 : -4.8%, 3
Cn1c(CC(=O)NC(C)(C)CO)c(Sc2ccccc2)c2ccccc21
 : 1.0%, -11
Cn1c(SCc2c(F)cccc2Cl)nnc1-c1cnccn1
 : 3.0%, -6
O=C(CCn1c(=O)oc2ccccc21)N(Cc1ccccc1)c1ccccn1
 : 3.5%, .
O=C(c1cc2nc(-c3ccccc3)cc(-c3ccccc3)n2n1)N1CCN(C(=O)c2ccco2)CC1
 : -2.4%, .
O=C(COC(=O)CNC(=O)c1ccc(F)cc1)Nc1cccc(S(=O)(=O)N2CCCC2)c1
 : 2.0%, 4
CCC(C)(C)NC(=O)C(c1ccncc1)N(C(=O)c1sc(C)nc1C)c1ccc(F)cc1 (stereo unspecified)
 : 3.4%, .
Cc1ccc(C(=O)COC(=O)c2n[nH]c(=O)c3ccccc23)cc1
 : -5.8%, 5

# (cont.)
# Fields: M. tuberculosis GlmU, Mtb RmlCD inh
NC(=O)CSc1nc2ccccc2nc1SCC(N)=O
 : -1.4%, 2
CC1CC(c2ccccc2)n2nc(NC(=O)CCc3ccccc3)nc2N1 (stereo unspecified)
 : -1.3%, .
CC(C)(C)c1ccc(C(=O)N2CCCN(c3ccc([N+](=O)[O-])cn3)CC2)cc1
 : -2.7%, 14
CCN1CCCC1CNC(=O)CCNC(=O)c1cc(OC)c(OC)c(OC)c1 (stereo unspecified)
 : 0.7%, -2
CC(C)CC(=O)NC(=S)Nc1nc(-c2cccc3ccccc23)cs1
 : 3.1%, -8
COc1cc(/C=N/n2cnnc2)ccc1OCC(=O)N1CCOCC1
 : 3.9%, .
CCSc1c(-c2ccccc2)nc2c(C)cccc2c1C(=O)O
 : -2.1%, -6
COc1ccc(C2C3=C(CCCC3=O)Nc3nc(C(F)(F)F)nn32)c(OC)c1OC (stereo unspecified)
 : 1.9%, 6
O=C(NC1CCCCC1)N1CCCCCC1
 : 4.9%, 8
CCCOc1ccc(N2C(=O)CC(N3CCN(CCN=CC4C(=O)CC(C)(C)CC4=O)CC3)C2=O)cc1 (stereo unspecified)
 : -0.1%, -8
CCNc1ccc(C(=O)OCC(=O)N2c3ccccc3NC(=O)C2(C)C)cc1[N+](=O)[O-]
 : -0.2%, -10
CS(=O)(=O)N(CC(=O)N/N=C/c1cccs1)c1cccc(Cl)c1Cl
 : -6.8%, 26
COc1cc(Cl)c(C)cc1NC(=O)[C@@H]1CCCN1C(=O)c1cccs1
 : -6.7%, 9
Cc1ccnc(N/C=C(/NC(=O)c2ccccc2)C(=O)N/N=C\c2ccc(Cl)cc2)n1
 : -3.7%, .
CCOc1ccc(-c2nnc(SCC(=O)N3CCOCC3)o2)cc1
 : 4.2%, -12
CCN(CC)C(=O)C(=O)c1cn(CC(=O)NCC2CCCO2)c2ccccc12 (stereo unspecified)
 : -1.9%, -1
COc1ccc(Br)cc1CNC(=O)C1CCC(=O)N1C(C)C (stereo unspecified)
 : -1.0%, .
Nc1nc(COc2ccc(Cl)cc2)cs1
 : -2.8%, -11
Cc1ccc2nc(N/C(N)=N/S(=O)(=O)c3ccc([N+](=O)[O-])cc3)nc(C)c2c1
 : 5.5%, 31
O=C(NCC1CC1)NC(=O)c1c(F)cccc1Cl
 : 2.6%, -1
CCOCCCNC(=O)c1c(N)n(-c2ccc(S(N)(=O)=O)cc2)c2nc3ccccc3nc12
 : -1.4%, .
C/C(=N\NC(=S)NCCc1ccccc1)c1cccs1
 : 5.6%, 15
COc1ccccc1NC(=O)CSc1nnc(COc2ccc(Cl)cc2)n1Cc1ccco1
 : 4.2%, .
Clc1ccc(-c2c[n+](Cc3ccc(Cl)c(Cl)c3)c3n2CCC3)cc1
 : -7.2%, 13
COc1ccc(-c2cc(-c3cccs3)nc(OC)c2C#N)cc1OC
 : 0.0%, -2
Cc1nn(CC(=O)Nc2ccc(C(=O)N3CCCCC3)cc2)c(=O)c2ccccc12
 : 1.1%, -10
COc1cc2c3c(c1)C1(C(=O)N3C(C)(C)C=C2C)C(C#N)=C(N)Oc2cc(C)oc(=O)c21 (stereo unspecified)
 : 0.6%, 34
CCOC(=O)c1nn(-c2ccccc2F)c(C)c1C(C)=O
 : -2.2%, 15
Cc1cc(Nc2cccc(Cl)n2)n(-c2ccccc2)n1
 : 3.3%, -3
COc1ccc(OC)c(NC(=O)C2CC(=O)N(c3ccccc3)C2)c1 (stereo unspecified)
 : 2.9%, .
CC(C)c1nccn1CCC(=O)O
 : 1.5%, 4
O=C1c2ccccc2C(=O)N1c1ncn[nH]1
 : 0.7%, -5
Nc1ccccc1SCc1csc(-c2ccc(Cl)cc2)n1
 : -1.2%, -10
Cc1nc(-c2ccc(S(=O)(=O)N3CCN(C(c4ccccc4)c4ccccc4)CC3)s2)cs1
 : -2.4%, -8
COC(=O)c1cccc(NC(=O)NC2CCCN2S(=O)(=O)c2ccc(Cl)cc2)c1 (stereo unspecified)
 : -2.9%, .
COc1cc([N+](=O)[O-])ccc1NC(=O)NCc1ccco1
 : -2.0%, 4
CC(C)Cc1cc(C(=O)Nc2sc3c(c2C#N)CCC3)no1
 : 7.3%, -7
CCCNC(=O)CN(Cc1ccccc1F)S(=O)(=O)c1ccc(C)cc1
 : -6.2%, 102
Cc1ccc(Oc2nc(C(F)(F)F)nc3ccccc23)cc1
 : 1.5%, 5
COc1ccc(/C=C\c2onc(C)c2S(=O)(=O)N2CCC(C(=O)NCc3ccco3)CC2)cc1
 : 3.8%, 0
O=C(Nc1ccccc1C(=O)NC(Cc1ccccc1)C(=O)O)c1ccccc1 (stereo unspecified)
 : -0.6%, 3
CC(CNC(=O)c1ccc(Br)o1)NC(=O)c1ccc(Br)o1 (stereo unspecified)
 : 5.8%, 1
Cc1ccc(C)c(NC(=O)CN(C)C(=O)c2cc3ccccc3o2)c1
 : 2.1%, -11
Cc1ccc(C(=O)CNc2nc3c(c(=O)[nH]c(=O)n3C)n2Cc2ccccc2)cc1
 : 2.0%, .
Cc1ccc(S(=O)(=O)N(C)Cc2ccc(-c3nnco3)cc2)cc1
 : 0.3%, .
Cn1c(=O)c2c(nc(SCC(=O)NCC3CCCO3)n2Cc2ccc(F)cc2)n(C)c1=O (stereo unspecified)
 : 4.5%, -1
CCOC(=O)N1CCN(C(=O)CCC(=O)N2CCOc3ccc(C)cc32)CC1
 : 3.1%, 2
CCOC(=O)C1=C(C)NC(=O)NC1c1c(OCC(=O)N2CCCCC2)ccc2ccccc12 (stereo unspecified)
 : -0.7%, 3
C=CCc1ccccc1OCC(O)CNC (stereo unspecified)
 : 3.6%, .

# Among those listed so far, 9 contain a nitro group on carbon:
# Fields: M. tuberculosis GlmU, Mtb RmlCD inh
O=C(CCCn1cnc([N+](=O)[O-])n1)Nc1ccc(F)c(Cl)c1
 : -2.2%, -12
Cc1cc(C)c(C#N)c(SCc2ccccc2[N+](=O)[O-])n1
 : 3.0%, .
O=C(CSc1n[nH]c(=O)[nH]c1=O)c1ccc([N+](=O)[O-])cc1
 : -5.9%, -7
Cc1cc(CNC(=O)c2cccc([N+](=O)[O-])c2)c2ccccc2n1
 : 1.4%, 2
CCC(CO)Nc1ccc(-c2nn(C)c(=O)c3ccccc23)cc1[N+](=O)[O-] (stereo unspecified)
 : -2.6%, .
CC(C)(C)c1ccc(C(=O)N2CCCN(c3ccc([N+](=O)[O-])cn3)CC2)cc1
 : -2.7%, 14
CCNc1ccc(C(=O)OCC(=O)N2c3ccccc3NC(=O)C2(C)C)cc1[N+](=O)[O-]
 : -0.2%, -10
Cc1ccc2nc(N/C(N)=N/S(=O)(=O)c3ccc([N+](=O)[O-])cc3)nc(C)c2c1
 : 5.5%, 31
COc1cc([N+](=O)[O-])ccc1NC(=O)NCc1ccco1
 : -2.0%, 4
